Bioassay records as filed in PubChem.
TAAR1 antag = antagonists of human TAAR1 | CHO RD-HGA16 TAAR1, Fluo-8 calcium fluorescence, antagonist | 360,000 tested, 1.5% active | inhibition, % at 3 µM | Q96RJ0;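 active = inhibition above a per-plate cutoff, the mean inhibition of test compounds on that plate plus 3 SD, cut at about 49% in these data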;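 also: 0% = DMSO plus EC80 beta-PEA response and 100% = DMSO alone without agonist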
Target sequence (Q96RJ0 whole entry, looked up): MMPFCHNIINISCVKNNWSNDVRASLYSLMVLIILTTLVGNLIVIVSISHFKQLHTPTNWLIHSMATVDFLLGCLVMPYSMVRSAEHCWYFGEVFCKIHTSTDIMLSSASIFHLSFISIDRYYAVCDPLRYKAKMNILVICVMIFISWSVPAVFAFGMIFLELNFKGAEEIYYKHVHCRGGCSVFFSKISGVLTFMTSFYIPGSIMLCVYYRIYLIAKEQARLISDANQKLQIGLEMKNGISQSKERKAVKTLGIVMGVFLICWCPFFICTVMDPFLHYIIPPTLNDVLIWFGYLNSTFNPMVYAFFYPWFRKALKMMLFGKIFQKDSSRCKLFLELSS
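Test system – hTAAR1-expressing CHO RD-HGA16 cells, Gα16-coupled · Also added – β-PEA at EC80 concentration, post-compound challenge · Compound – 3 µM, single point · Incubation – dye loading 75 min at 37 °C, then 30 min room temperature · Measured by – Fluo-8 intracellular calcium dye fluorescence, real-time kinetic reads · Benchmarks – vehicle and agonist controls · Replicates – singlicate, one well per test compound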
CHO-K1 Ca antag = counter-screen for M1 antagonists: effect in parental CHO-K1 cells | ATP-induced calcium, Fluo-8 fluorescence | inhibition, % at 3 µM | 360,000 tested, 0.6% active | AID 602250;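 active = inhibition above a per-plate cutoff, the plate's mean sample inhibition plus 3 SD, cut at about 24% in these data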;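 also: 0% = DMSO plus EC80 ATP and 100% = DMSO alone without ATP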
CHRM1 antagonist = blocks human M1 muscarinic receptor; CHO-K1 hM1, Fluo-8 calcium fluorescence, ACh EC80 antagonist; 360,000 tested, 1.3% active; inhibition, % at 3 µM;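 active = percent inhibition above its own plate's cutoff, namely the mean of that plate's compound wells plus 3 SD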;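 also: peak over basal fluorescence ratio during 140 s after agonist addition; 0% = ACh EC80 plus DMSO and 100% = DMSO alone without agonist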
Target sequence (P11229 whole entry, looked up): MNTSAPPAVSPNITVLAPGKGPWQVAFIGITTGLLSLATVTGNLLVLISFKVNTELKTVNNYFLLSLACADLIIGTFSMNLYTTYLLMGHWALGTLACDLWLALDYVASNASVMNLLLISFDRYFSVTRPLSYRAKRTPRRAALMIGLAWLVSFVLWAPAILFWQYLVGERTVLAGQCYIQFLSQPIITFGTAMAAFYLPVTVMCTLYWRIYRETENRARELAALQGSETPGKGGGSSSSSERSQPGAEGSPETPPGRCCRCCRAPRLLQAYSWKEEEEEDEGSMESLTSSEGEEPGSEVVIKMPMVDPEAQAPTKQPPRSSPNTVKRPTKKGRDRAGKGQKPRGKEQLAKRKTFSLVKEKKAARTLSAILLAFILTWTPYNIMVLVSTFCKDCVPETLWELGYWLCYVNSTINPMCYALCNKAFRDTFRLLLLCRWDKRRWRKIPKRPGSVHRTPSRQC
M1 PAM parental = counter-screen for M1 PAMs: effect in parental CHO-K1 cells; activation, % at 3 µM; AID 602247; ATP EC20, Fluo-8 calcium fluorescence; 0% at ATP EC20, 100% at ATP max; 360,000 tested, 0.02% active;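 active = activation above the run cutoff, the mean activation of all test compounds plus 3 SD, cut at about 40% in these data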;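 also: peak over basal fluorescence ratio in a 140 s read after ATP addition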
TAAR1 ag = human TAAR1 agonism | Q96RJ0 | CHO RD-HGA16 TAAR1, Fluo-8 calcium fluorescence; vehicle wells 0%, saturating PEA agonist 100% | activation, % at 3 µM | 360,000 tested, 0.99% active | AID 624467;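 active = activation above the mean activation of all test compounds in the run plus 3 SD, cut at about 38% in these data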
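Test system: RD-HGA16 (CHO) cells co-expressing Gα16 and hTAAR1 / Benchmarks: DMSO vehicle as 0%, PEA at EC100 as 100% / Repeats: no replicates (n 1) / Measure: % activation from peak over basal fluorescence ratio, DMSO-to-PEA scaled / Timing: 17-24 h plating, Fluo-8 75 min 37 °C, 30 min RT / Technique: kinetic Fluo-8 calcium fluorescence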
CHO parental Ca = counter-screen for OX1R antagonists: effect in parental CHO cells | parental CHO-K1, ATP-induced calcium, Fluo-8 fluorescence | inhibition, % at 5.6 µM | 330,000 tested, 0.63% active;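 active = inhibition above that plate's mean sample inhibition plus 3 SD, cut at about 26% in these data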;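 also: 0% = ATP-challenged DMSO wells and 100% = DMSO wells without ATP; some compounds past the cut are filed as inactive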
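material = parental CHO cells | also added = ATP as calcium-mobilizing challenge | dosing = single point at 5.6 µM | detection = intracellular calcium via Fluo-8 no-wash fluorescent dye | read-out = % inhibition | benchmarks = low control ATP plus DMSO, high control DMSO only | repeats = one well per compound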
M1 ag = human M1 muscarinic receptor agonism; CHO-K1 hM1, Fluo-8 calcium fluorescence, agonist mode; 0% DMSO, 100% acetylcholine EC100; 360,000 tested, 0.33% active; P11229; activation, % at 3 µM; AID 588814;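 active = activation above the run's mean compound activation plus 3 SD, cut at about 16% in these data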;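 also: peak over basal fluorescence ratio within a 140 s kinetic read after compound addition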
M1 PAM = potentiates human M1 receptor response to acetylcholine; 360,000 tested, 0.088% active; AID 588819; CHO-K1 hM1, Fluo-8 calcium fluorescence, ACh EC20; 0% = ACh EC20, 100% = maximal ACh; P11229; activation, % at 3 µM; in the data active = activation above about 19%, passing the limit was not always enough
M1 ag parental = counter-screen for M1 agonists: effect in parental CHO-K1 cells; AID 602248; 360,000 tested, 0.48% active; Fluo-8 calcium fluorescence; scaled to maximal ATP response, vehicle zero; activation, % at 3 µM; in the data active = activation above about 15%;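 also: untransfected CHO-K1 host cells lacking M1 receptor as counterscreen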
* marks the source's active call; other numbers are inactive results; nt = no result given.

SMILES | TAAR1 antag | CHO-K1 Ca antag | CHRM1 antagonist | M1 PAM parental | TAAR1 ag | CHO parental Ca | M1 ag | M1 PAM | M1 ag parental
C/C(=N/NC(=O)CSc1nc2ccccc2n1C)c1ccc(O)cc1 | 2 | -7 | -3 | 23 | 8 | -22 | -9 | 1 | 1.9
Cc1ccc(O)c(NC(=O)c2cc(-c3ccc(F)cc3)on2)c1 | 10 | 0 | -4 | 11 | 2 | -9 | -2 | 9 | 0.3
COc1ccc(CC(=O)NCC2COc3ccccc3O2)cc1 (stereo not given) | 2 | 0 | 9 | 12 | 1 | -8 | -7 | -3 | 0.4
COC(=O)c1ccc(C(=O)OC)c(NC(=S)N2CCCC(C)C2)c1 (stereo not given) | 11 | -10 | -8 | 26 | 1 | -11 | -9 | 3 | -0.1
CCN(CC)C(=O)c1nn(-c2ccccc2)c2c1C1CCC2(C)C1(C)C (stereo not given) | -4 | -11 | 1 | 6 | 7 | -16 | -6 | 2 | -0.4
O=C(CCN1CCc2ccccc2C1)Nc1ccccc1 | -15 | 6 | 15 | 1 | 28 | -28 | -2 | -3 | 0.1
CCOc1ccccc1NC(=O)CSc1nc(=O)n(Cc2ccccn2)c2c1CCC2 | 12 | -2 | -15 | 7 | 0 | -21 | -7 | 6 | 1.5
COc1ccc(CN(Cc2cccn2C)C(=O)c2cc3cc(OC)ccc3[nH]2)cc1 | 45 | 2 | 7 | -12 | 2 | -27 | -3 | 2 | 0.9
COCCCn1c(SCc2ccccc2)nc2cc(OC)c(OC)cc2c1=N | 0 | 6 | 1 | 9 | 8 | -15 | -4 | 6 | 1.8
Fc1ccc(-c2csc3ncnc(N4CCN(Cc5ccccc5)CC4)c23)cc1 | -19 | -15 | -7 | 24 | -2 | -13 | -4 | 5 | 0.8
COC(=O)CCC(=O)Nc1sc(Cc2ccccc2)c(C)c1C(N)=O | -5 | -8 | -6 | 19 | 5 | -1 | 12 | 11 | 2.6
Cc1ccsc1C(=O)N1CCCC(C)(C(=O)NS(=O)(=O)C2CC2)C1 (stereo not given) | -20 | -8 | -11 | 21 | 2 | nt | -2 | 7 | 0.1
CN1CCC(NC(=O)C2(C)CCN2Cc2ccc3ccccc3c2)CC1 (stereo not given) | -12 | 0 | 0 | -9 | 4 | nt | -4 | -2 | 0.5
COCCCn1cc(CN(C)C2CN(Cc3cn(CCCOC)nn3)S(=O)(=O)C2)nn1 (stereo not given) | -8 | -11 | nt | 1 | 11 | nt | nt | nt | 0.1
Cc1cccc(N2CCN(C(=O)c3ccc(NC(=O)C4CCCO4)cc3)CC2C)c1 (stereo not given) | -17 | 0 | 2 | -4 | 13 | -11 | -2 | 2 | 0.9
CCOc1cc(C(=O)Nc2cc(=O)n(C)c(=O)n2C)cc(OCC)c1OCC | 10 | -7 | -15 | 15 | 4 | -19 | -4 | 9 | 0.1
O=C(O)c1cccc(NC(=O)C2C3C=CC(C3)C2C(=O)O)c1 (stereo not given) | 3 | -8 | -7 | 19 | 16 | -2 | -2 | 4 | 0.5
CCc1cc2ccc(C)cc2nc1SCC(=O)Nc1cc(OC)c(OC)cc1C(=O)O | -9 | 10 | -1 | -2 | 10 | -10 | -4 | 5 | -0.1
O=[N+]([O-])c1ccccc1S(=O)(=O)N/C(=N/S(=O)(=O)c1ccccc1)c1ccccc1 | -3 | -6 | -7 | 4 | 3 | -3 | -1 | 1 | 0.3
COC(=O)C1CCN(C(=O)c2cc(S(=O)(=O)N3CCCCC3)ccc2Cl)CC1 | -12 | -8 | -10 | 15 | 18 | -19 | -1 | 10 | 1.4
O=C1Cc2ccccc2C(=O)N1Cc1ccccc1 | 4 | 1 | -34 | 3 | 12 | -22 | -5 | 10 | 0.3
CCOC(=O)c1sc(NC(=O)/C=C/c2ccccc2)nc1C | 7 | 14 | 5 | -11 | 5 | -4 | -5 | -3 | -0.4
CCC1Oc2ccccc2N(CC(=O)NCc2ccco2)C1=O (stereo not given) | -10 | -15 | -8 | 19 | 7 | -4 | -6 | 6 | 1.3
FC(F)(F)c1ccc(CN2CCCCCC2)cc1 | -2 | -1 | 3 | 7 | 1 | -1 | -9 | -1 | -0.2
CCOC(=O)C1CCN(C(=O)c2cccc(Cl)c2)CC1 | 6 | -21 | -15 | 22 | 13 | -11 | -6 | 9 | 0.7

(listing goes on)
SMILES | TAAR1 antag | CHO-K1 Ca antag | CHRM1 antagonist | M1 PAM parental | TAAR1 ag | CHO parental Ca | M1 ag | M1 PAM | M1 ag parental
Cc1ccccc1NS(=O)(=O)c1cc(C(=O)NCc2ccncc2)ccc1Cl | -14 | -2 | 1 | -3 | 3 | -17 | -3 | 0 | 2.2
O=C(Nc1ccc2oc(-c3cccc4ccccc34)nc2c1)c1ncn[nH]1 | -4 | -3 | -25 | 4 | 8 | 22 | 0 | 3 | 0.0
Cc1cc(-n2c(C)cc(C(=O)CSc3ccc4c(c3)OCCO4)c2C)no1 | 5 | -9 | -6 | 16 | 4 | -14 | -1 | 4 | 3.9
CCCCn1c(N)c(N(CC)C(=O)CSCc2ccc(C)cc2)c(=O)[nH]c1=O | -6 | -7 | -11 | 10 | 1 | 1 | -3 | 8 | 0.9
C=CCOC(=O)C1=C(C)OC(N)=C(C#N)C1c1ccoc1 (stereo not given) | 14 | -7 | -1 | 13 | 14 | -9 | -1 | 3 | 1.4
O=C(/C=C/c1cccc(Cl)c1)c1nc2ccccc2[nH]1 | 10 | -7 | -4 | 27 | 11 | -5 | -2 | 5 | 1.0
COc1ccc(/C=N/n2cnnc2SCc2ccccc2)cc1 | -9 | -6 | -37 | 14 | 7 | -23 | 0 | 9 | 1.2
CCCCNC(=O)C1(C)CCCCN1C(=O)c1c(Cl)cccc1Cl (stereo not given) | -18 | -3 | -23 | -8 | 1 | nt | -1 | 9 | -0.2
CCN(CC(=O)NCc1cccs1)C(=O)/C=C/c1cccc(Cl)c1Cl | -63 | -3 | -6 | 3 | 0 | -15 | -6 | 4 | 0.6
O=C(c1ccc(-n2cccc2)cc1)N1CCOCC1 | 2 | -11 | -16 | 23 | 5 | -3 | -2 | 8 | 0.6
COC(=O)NNC(=O)c1ccc(Cl)cc1Cl | -23 | -13 | -8 | 18 | 6 | -14 | -4 | 1 | 0.5
COc1ccc(CNC(=O)CC(C)c2ccccc2)cc1 (stereo not given) | -10 | 12 | -11 | 1 | 1 | -2 | -2 | 5 | -0.1
Cc1ccc(OCC(=O)N2CC3(C)CC2CC(C)(C)C3)cc1 (stereo not given) | 9 | -3 | 15 | 16 | 7 | -18 | -3 | -8 | 2.9
O=C(O)c1cc2c(s1)-c1ccccc1CC2 | -10 | -10 | 6 | 1 | 0 | 5 | -3 | 1 | 0.4
CC(C)Oc1ccc(S(=O)(=O)N2CCOCC2)cc1NC(=O)CC1CC2CCC1C2 (stereo not given) | -16 | 13 | -11 | 4 | -1 | nt | -5 | 8 | 4.5
C#CCNC(=O)C1=C[C@@H](c2ccc(C#C)cc2)[C@H](CCCO)[C@@H](OCC)O1 | 4 | -16 | -7 | 9 | 6 | -14 | 1 | 3 | 0.4
CC(=O)c1sc(NC(C)c2ccccc2)nc1C (stereo not given) | 17 | -3 | -10 | 19 | 3 | -15 | -3 | 9 | 0.5
COC(=O)c1ccc(NC(=S)NC(=O)c2cccnc2)cc1 | -20 | -3 | 10 | 7 | -1 | 0 | -4 | -6 | -0.2
N#CC1=C(N)C(C#N)(C#N)[C@H](c2ccsc2)[C@H]2COCC=C12 | 14 | -4 | 10 | 15 | 10 | -7 | -4 | 4 | 11
CC(=O)C1=C(C)NC(=S)NC1c1cccc([N+](=O)[O-])c1 (stereo not given) | 4 | -17 | -15 | 19 | 0 | -7 | -6 | 13 | 1.1
C=CCC(NC(=O)Cc1ccccc1)C(=O)NCCC (stereo not given) | -1 | -15 | -5 | 11 | 18 | -13 | -4 | 6 | 0.6
COc1ccc2nc(NC(=O)NC3CCCCC3)sc2c1 | -23 | -8 | -8 | 12 | -3 | -20 | -5 | 5 | 1.0
Cc1cc(C)n2cc(CSc3nc4ccccc4s3)nc2n1 | -2 | -1 | -1 | 14 | -1 | -12 | -11 | 4 | 2.6
CC(=O)c1ccc(N2CCN(S(=O)(=O)c3ccc4c(c3)CC(C)N4C(C)=O)CC2)cc1 (stereo not given) | -4 | 24 | 36* | 3 | 5 | 30 | 2 | -13 | 14
O=S1(=O)N[C@H](Cc2ccccc2)COc2cc(N3CCN(Cc4ccccc4F)CC3)ccc21 | -4 | -20 | nt | 19 | 2 | nt | nt | nt | 2.9

Of the compounds above, three contain two or more sulfur atoms.
SMILES | TAAR1 antag | CHO-K1 Ca antag | CHRM1 antagonist | M1 PAM parental | TAAR1 ag | CHO parental Ca | M1 ag | M1 PAM | M1 ag parental
Cc1ccsc1C(=O)N1CCCC(C)(C(=O)NS(=O)(=O)C2CC2)C1 (stereo not given) | -20 | -8 | -11 | 21 | 2 | nt | -2 | 7 | 0.1
O=[N+]([O-])c1ccccc1S(=O)(=O)N/C(=N/S(=O)(=O)c1ccccc1)c1ccccc1 | -3 | -6 | -7 | 4 | 3 | -3 | -1 | 1 | 0.3
Cc1cc(C)n2cc(CSc3nc4ccccc4s3)nc2n1 | -2 | -1 | -1 | 14 | -1 | -12 | -11 | 4 | 2.6

(cont.)
SMILES | TAAR1 antag | CHO-K1 Ca antag | CHRM1 antagonist | M1 PAM parental | TAAR1 ag | CHO parental Ca | M1 ag | M1 PAM | M1 ag parental
C/C(Cc1ccccc1)=N\NC(=O)CNC(=O)c1ccc2c(c1)OCCO2 | -45 | -6 | 0 | 3 | 7 | -18 | -7 | 1 | -0.6
O=C1CCC(=O)N1c1nc2nc(-c3ccccc3)cc(-c3ccccc3)n2n1 | -12 | -5 | -10 | 13 | 4 | -11 | -4 | 1 | 0.5
CC1(C)CC(=O)C=C(Nc2ccc3c(c2)OCCO3)C1 | -3 | -9 | -6 | -1 | 3 | -13 | -3 | 3 | 0.0
COc1ccc(CNC(=O)C(=O)NCC2CCCN2S(=O)(=O)c2ccccc2)cc1 (stereo not given) | -10 | 1 | -2 | -4 | 1 | -29 | -6 | 1 | 0.3
CCOn1c(=O)c(-c2ccc(Br)cc2)[n+]([O-])c2ccccc21 | -9 | -6 | -10 | 1 | 0 | -8 | 0 | 6 | 0.7
COc1ccc(C)cc1S(=O)(=O)N1CCCC(N2CCN(c3ccccc3)CC2)C1 (stereo not given) | -8 | -1 | -15 | -9 | -1 | nt | -6 | 3 | 1.1
Cc1cc(-c2nc3ncccc3o2)ccc1N | 3 | 4 | -26 | 7 | 2 | 9 | -4 | 12 | -0.1
CCc1cc2c(CN(C)Cc3ccccc3F)cc(=O)oc2cc1O | 28 | -20 | 2 | 19 | -2 | 6 | -6 | -5 | -0.4
CN1C(=O)[C@H]2[C@@H](C3CC3)N3C(=O)CN(CCO)C(=O)[C@@]3(Cc3ccccc3)[C@H]2C1=O | -4 | -14 | 1 | 3 | 0 | -11 | -5 | 3 | 0.1
